Screening data deposited in PubChem by several laboratories.
CHT allo act: allosterically activates the human high affinity choline transporter | Q9GZV3 | CHT-expressing cells, membrane potential dye, choline EC20; stronger effect = higher value; LV-AA mutant CHT in HEK293 cells | B-score at 10 µM | 0.49% of 310,000 active | AID 488977;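 active means initial fluorescence not abnormally high and integrated response B-score, plate-corrected, over 3 SD above library mean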
Target sequence (Q9GZV3 whole entry, looked up): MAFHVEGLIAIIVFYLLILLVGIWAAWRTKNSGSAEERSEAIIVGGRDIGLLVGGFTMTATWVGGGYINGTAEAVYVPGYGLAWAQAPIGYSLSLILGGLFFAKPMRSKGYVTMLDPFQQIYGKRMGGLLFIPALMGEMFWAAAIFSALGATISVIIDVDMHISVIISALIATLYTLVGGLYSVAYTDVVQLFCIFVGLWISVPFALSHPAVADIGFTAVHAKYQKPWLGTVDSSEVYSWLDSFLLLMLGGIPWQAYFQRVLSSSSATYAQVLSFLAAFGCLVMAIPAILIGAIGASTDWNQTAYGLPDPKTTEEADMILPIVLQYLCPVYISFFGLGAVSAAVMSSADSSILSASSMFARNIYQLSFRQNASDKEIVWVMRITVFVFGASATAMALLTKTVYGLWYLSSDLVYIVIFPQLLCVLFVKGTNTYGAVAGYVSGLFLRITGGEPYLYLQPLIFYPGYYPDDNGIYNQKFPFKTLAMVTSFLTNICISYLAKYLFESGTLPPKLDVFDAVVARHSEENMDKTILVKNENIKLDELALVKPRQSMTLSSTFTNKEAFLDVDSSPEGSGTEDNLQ
OX1R antag: human HCRTR1 antagonism; CHO/OX1R cells, Fluo-8 calcium fluorescence, orexin A; inhibition, % at 5 µM; 0.43% of 330,000 active; AID 434989;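 active means inhibition above its plate's threshold, mean inhibition of all tested compounds on the plate plus 3 SD, cut at about 37% in these data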;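 further: 0% = orexin A challenge wells and 100% = SB-334867-A antagonist wells; not every result past the cut was called active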
Target sequence (O43613 whole entry, looked up): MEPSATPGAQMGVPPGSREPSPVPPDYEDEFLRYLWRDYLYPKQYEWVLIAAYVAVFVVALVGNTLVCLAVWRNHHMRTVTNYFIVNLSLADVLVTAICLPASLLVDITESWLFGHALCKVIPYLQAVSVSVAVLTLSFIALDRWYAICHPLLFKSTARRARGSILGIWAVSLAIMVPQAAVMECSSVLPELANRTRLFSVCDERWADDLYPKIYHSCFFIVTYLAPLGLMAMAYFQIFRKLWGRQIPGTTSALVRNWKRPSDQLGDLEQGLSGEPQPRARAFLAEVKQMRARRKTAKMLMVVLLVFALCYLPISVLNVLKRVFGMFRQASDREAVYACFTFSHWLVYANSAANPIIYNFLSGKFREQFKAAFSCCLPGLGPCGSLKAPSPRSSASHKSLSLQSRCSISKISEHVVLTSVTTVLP
Starred values were filed as active, the others as inactive; i = inactive; . = not tested or not shown.

SMILES | CHT allo act | OX1R antag
COc1ccc(/C=C2/C(=O)N(c3ccccc3)N=C2C)cc1 | i | -21
CC(C)(C)NC(=O)/C(=C\c1ccccc1F)NC(=O)c1ccc([N+](=O)[O-])cc1 | i | -10
Cc1ccc(SCc2cc(=O)[nH]c(N3CCN(C)CC3)n2)cc1 | i | -11
CCn1c(=O)cc(OCC(=O)Nc2cccnc2)c2ccccc21 | i | -12
COC(CNC(=O)C1CCCN(S(=O)(=O)c2c(C)noc2/C=C/c2cccs2)C1)OC (stereo not drawn) | i | 0
Cc1c(NC(=O)CSc2nnc3sc4ccccc4n23)c(=O)n(-c2ccccc2)n1C | i | -18
O=C(O)CCCn1nc(C(F)(F)F)c2c1CCCCC2 | i | -20
CC(=O)N1CCc2cc(S(=O)(=O)NCCC(=O)Nc3cccc(C)c3)ccc21 | i | -7
CNC(=O)c1nnn(-c2ccccc2)c1C(=O)NC | i | 8
COc1ccc(CN2CCNC(=O)C2CC(=O)O)cc1OC (stereo not drawn) | i | -1
CCOCC(=O)N1CCN(c2ccc([N+](=O)[O-])cc2)CC1 | i | -21
C=C(C)c1cccc(C(C)(C)NC(=O)Nc2ccc(OC)nc2)c1 | i | -25
COC(=O)COc1ccc(S(=O)(=O)N2CCN(c3ccc(OC)cc3)CC2)cc1 | i | -19
CCOC(=O)C(NCCOC)(NC(C)=O)C(F)(F)F (stereo not drawn) | i | -14
COc1cc(OC)c(OC)cc1/C=C1\Oc2cc(OCC(=O)N3Cc4ccccc4C[C@H]3C(=O)O)ccc2C1=O | i | 3
Cc1ccc(-c2nnc(Nc3ccc(CC(N)=O)cc3)c3ccccc23)cc1S(=O)(=O)NCCO | i | -23
O=C(COC(=O)C1(c2ccccc2F)CCCC1)NC1CCS(=O)(=O)C1 (stereo not drawn) | i | 2
CCCNC(=O)NC(=O)COC(=O)/C=C/c1cc(Br)ccc1F | i | -11
COc1ccccc1CNn1c(-c2cccc(C)c2)nc2ccccc2c1=O | i | 18
S=C(Nc1ccc(Cl)cc1)c1nc2ccccc2s1 | i | -24
Cc1ccc2[nH]c3nc(NN)nnc3c2c1 | i | .
COc1ccc2[nH]c3c(c2c1)CCNC3C1CC=C(C)CC1 (stereo not drawn) | i | -14
COc1cc2nc(C3CCC3)nc(N3CCN(c4ccccc4OC)CC3)c2cc1OC | i | -34
CCOC(=O)NC1(Nc2ccc(C)cc2)Oc2ccccc2O1 | i | -9
Cc1ccc2c(C)c(C(=O)N3CCN(C4CCS(=O)(=O)C4)CC3)oc2c1C (stereo not drawn) | i | -19

Rewritten with two lines to a compound: 5 of the compounds above.
Order of results – CHT allo act	OX1R antag
- Cc1ccc2[nH]c3nc(NN)nnc3c2c1
  i	.
- COc1ccc2[nH]c3c(c2c1)CCNC3C1CC=C(C)CC1 (stereo not drawn)
  i	-14
- COc1cc2nc(C3CCC3)nc(N3CCN(c4ccccc4OC)CC3)c2cc1OC
  i	-34
- CCOC(=O)NC1(Nc2ccc(C)cc2)Oc2ccccc2O1
  i	-9
- Cc1ccc2c(C)c(C(=O)N3CCN(C4CCS(=O)(=O)C4)CC3)oc2c1C (stereo not drawn)
  i	-19

Further structures.
SMILES | CHT allo act | OX1R antag
CS(=O)(=O)N1CCc2cc(S(=O)(=O)N3CCN(Cc4ccc5c(c4)OCO5)CC3)ccc21 | i | -4
COc1ccc(C2CC(=O)n3c(nc4ccccc43)S2)cc1OC (stereo not drawn) | i | 6
CCc1cc(=O)oc2cc(C)cc(OC(C)C(=O)O)c12 (stereo not drawn) | i | -3
Cc1c(NC(=O)C2CCCN2S(=O)(=O)c2ccc(Cl)cc2)c(=O)n(-c2ccccc2)n1C (stereo not drawn) | i | 15
COC(=O)C1=C(N)Oc2cc(C)n(Cc3cccnc3)c(=O)c2C1c1ccc(OC)c(OC)c1 (stereo not drawn) | i | -32
Cc1ccc(S(=O)(=O)/N=C(\N)Nc2nc(C)c3cc(C)c(C)cc3n2)cc1 | i | -45
COc1ccc(/C=C/C(=O)Nc2cccc(F)c2)cc1S(=O)(=O)N1CCOCC1 | i | -14
O=C(NC1CCCCC1)C1CCN(S(=O)(=O)N2CCCCCC2)CC1 | i | 12
Cc1ccc(NC(=O)c2ccc(CNS(=O)(=O)c3cccc(C(F)(F)F)c3)cc2)cc1 | i | -20
CCOc1ccccc1N(CC(=O)NCCc1ccccc1)C(=O)CCC(=O)Nc1ccccn1 | i | -39
Cc1ccc(NC(=O)NC2CCCCC2)cc1S(=O)(=O)N1CCOCC1 | i | -7
CCCCn1nc(CC(=O)O)c2ccccc2c1=O | i | -14
COc1ccc(NC(=O)c2cccc(S(=O)(=O)N3CCCC3)c2)cc1OC | . | -8
COc1ccccc1OCC(=O)Nc1cc(S(=O)(=O)N2CCCCC2)ccc1N1CCCCC1 | i | -27
NS(=O)(=O)c1ccc(CCNCc2cccnc2)cc1 | i | 2
COc1ccc(S(=O)(=O)N(C)CC(=O)NCc2ccccn2)cc1 | i | -17
CCOC(=O)c1cc2ccc(OC)cc2oc1=O | i | 9
CC(=O)Nc1nn(C)c2nc3cc(C)ccc3cc12 | i | -10
O=C(CSc1nnc(CNC(=O)c2ccccc2F)o1)Nc1cccc(C(F)(F)F)c1 | i | -18
O=c1[nH]cnc2c1ncn2[C@H]1CC[C@@H](CO)O1 | i | -3
O=C(N/N=C/C=C\c1ccccc1[N+](=O)[O-])c1cccnc1 | i | 1
Cc1cc([N+](=O)[O-])nn1CC(=O)Nc1sc2c(c1C(N)=O)CCCC2 | i | -27
CC(=O)N1c2ccc(S(=O)(=O)N3CCC(C(=O)N4CCN(c5ccccc5)CC4)CC3)cc2CC1C (stereo not drawn) | i | -26
COc1ccc(C(=O)C2CCN(CC(=O)Nc3ccc(C)cc3)CC2)cc1 | i | -10
O=c1c2ccccc2nc(/C=C/c2cccnc2)n1CCc1ccccc1 | i | -33

Next section
SMILES | CHT allo act | OX1R antag
COc1ccc(C2c3[nH]c4ccccc4c3C[C@H]3C(=O)N(CC(C)C)CC(=O)N23)c(OC)c1 (stereo partly drawn) | i | -33
COc1ccc(CN(C(=O)c2ccco2)C2CC(C)N(C)CC2C)cc1 (stereo not drawn) | i | -24
CCCN(CC(=O)Nc1ccccc1OC)C(=O)c1ccc(COc2ccccc2)o1 | . | -14
Cc1cc(C(=O)NC2=NCCS2)c2ccccc2n1 | i | -16
CN1C(=O)CSc2ccc(NC(=O)N3CCN(c4ccccc4)CC3)cc21 | i | -22
O=C(N/C(=C/c1ccccc1F)C(=O)N1CCCCC1)c1ccccc1 | i | -20
CCOC(=O)C1(Cc2cccc(Cl)c2)CCCN(C(=O)c2ccnn2C)C1 (stereo not drawn) | i | -21
CCOC(=O)Cn1c(C)c(Br)c(COC)c(C#N)c1=O | i | -29
O=C(CSc1nnc2c(n1)[nH]c1ccccc12)Nc1ccc(N2CCOCC2)cc1 | i | -16
CCOc1ccc(NS(=O)(=O)c2ccc3[nH]c(=O)[nH]c3c2)cc1 | i | -10
COc1cc(OC)cc(-c2ncc3ccccn23)c1 | i | -42
CC(Sc1nc2ccccc2s1)C(=O)N(C)Cc1ccccc1 (stereo not drawn) | i | -7
Cc1cccn2c(=O)nc(SCC(=O)N3CCC(C)CC3)nc12 | i | -21
NC(=O)C1(N2CCCCC2)CCN(C(=S)Nc2ccc(S(N)(=O)=O)cc2)CC1 | i | 1
COc1ccc(C(=O)/C=C2\NCCc3cc(OC)c(OC)cc32)cc1OC | i | -26
C[n+]1cc(-c2ccccc2)n2c1CCCCC2 | i | 3
CC(CN1c2ccccc2Sc2ccccc21)N(C)C (stereo not drawn) | i | -16
COc1ccc(Cl)cc1NC(=O)CSc1nnc(-c2ccncc2)n1CC1CCCO1 (stereo not drawn) | i | -31
COCCN(Cc1nc2ccccc2c(=O)[nH]1)C(=O)COc1c(C)cc(Cl)cc1C | . | 39*
CCCc1cc(=O)[nH]c(SCC(=O)NC(=O)c2ccccc2)n1 | i | -14
COc1ccc(CCNC2CC(=O)N(CCc3ccc(OC)c(OC)c3)C2=O)cc1 (stereo not drawn) | i | -24
O=C1CN(C(=O)COC(=O)CNC(=O)c2ccc(Cl)cc2)c2ccccc2N1 | i | -3
Cc1cc(C)c(C)c(S(=O)(=O)N2CCCN(C)CC2)c1C | i | -11
O=C(NCCN1CCCC1)c1ccc2c(c1)N(Cc1ccccc1)C(=O)c1ccccc1S2(=O)=O | i | -26
Nc1cc(=O)nc(SCC(=O)Nc2ccccc2Cl)n1-c1ccccc1 | i | -22

An excerpt of these results, with tabs.
mol	CHT allo act	OX1R antag
CN1C(=O)CSc2ccc(NC(=O)N3CCN(c4ccccc4)CC3)cc21	i	-22
Cc1cc(C(=O)NC2=NCCS2)c2ccccc2n1	i	-16
CCOC(=O)Cn1c(C)c(Br)c(COC)c(C#N)c1=O	i	-29
COc1ccc(C(=O)/C=C2\NCCc3cc(OC)c(OC)cc32)cc1OC	i	-26
CC(CN1c2ccccc2Sc2ccccc21)N(C)C (stereo not drawn)	i	-16

Single records (already shown).
`CN1C(=O)CSc2ccc(NC(=O)N3CCN(c4ccccc4)CC3)cc21` is entered as CHT allo act = i; OX1R antag = -22
`COc1cc(OC)cc(-c2ncc3ccccn23)c1` is entered as CHT allo act = i; OX1R antag = -42

(further entries)
SMILES | CHT allo act | OX1R antag
CCC(C)(C)n1nnnc1C(c1ccc(OC)c(OC)c1)N1CCN(c2ccc(F)cc2)CC1 (stereo not drawn) | i | -2
Cc1ccc(CC(=O)N2CCN(C(=O)C3CCCO3)CC2)cc1 (stereo not drawn) | i | 0
Cc1cccc[n+]1CC(=O)Nc1ccc([N+](=O)[O-])cc1 | i | 2
CCN(Cc1ccccc1)C(=O)CCS(=O)(=O)c1ccc2c(c1)n(C)c(=O)c(=O)n2C | i | -34
Clc1ccc(C2CC(c3ccco3)n3ncnc3N2)cc1Cl (stereo not drawn) | i | -25
CC1=Nc2cc(C(=O)NCCCN3CCOCC3)ccc2Sc2c(C)ccc(C)c21 | i | -20
Cc1c(C(=O)N2CCN(C)CC2)oc2ccc(S(=O)(=O)N3CCOCC3)cc12 | i | 2
Cc1ccc(OCCn2cnc3sc(C(N)=O)c(C)c3c2=O)cc1 | i | -20
O=C(NCc1ccc(F)cc1)c1ccc(Br)o1 | i | -4
CSc1nc(N)c(C(=O)Nc2ccc([N+](=O)[O-])cc2)s1 | i | -8
O=C(CCNS(=O)(=O)c1cccc2nsnc12)NC1CCN(Cc2ccccc2)CC1 | i | -26
CCc1ccc(NC(=O)CC2C(=O)N(c3ccc(C)cc3)C(=O)N2CCc2ccncc2)cc1 (stereo not drawn) | i | -38
CCN1CCN(c2nc(Nc3ccc(NC(C)=O)cc3)nc(Nc3ccc(NC(C)=O)cc3)n2)CC1 | i | -7
O=C(NCCc1csc(-c2cccnc2)n1)c1cccs1 | i | -6
COc1ccc([C@@H]2CC=C(C(=O)O)[C@H](c3ccc(Cl)cc3)N2S(=O)(=O)c2ccc(Cl)cc2)cc1 | i | -25
Cc1cc(NC(=O)CN2C(=O)NC3(CCCCC3)C2=O)no1 | i | 5
C[C@H](NC(=O)c1ccccc1F)C(=O)N1CCC2(CC1)NCCc1[nH]cnc12 | i | -9
N#Cc1ncc(C(F)(F)F)cc1Oc1cccnc1 | i | -6
CCOc1ccc(N2CC(C(=O)NC3CCCCCC3)CC2=O)cc1 (stereo not drawn) | i | -17
COC(=O)c1ccccc1NC(=O)N1c2ccccc2CC1C (stereo not drawn) | i | -57
Cn1cccc1C(=O)OCC(=O)Nc1sccc1C#N | . | -1
CC1(C)CC(=O)C2=C(C1)OC(N)=C(C#N)C21C(=O)N2CCCc3cccc1c32 (stereo not drawn) | i | 0
Cc1cc(C(=O)NCCCOC(C)C)c2ccccc2n1 | i | 1
O=S(=O)(NC(=NCc1ccccc1)c1ccccc1)c1ccc(Br)cc1 | i | -18
CCCCCC(=O)N1CC2(CC(c3cccc(NC(=O)CC(c4ccccc4)c4ccccc4)c3)=NO2)C[C@@H]1C(N)=O (stereo partly drawn) | i | -9

In another format: results already given.
The line under a structure holds: CHT allo act | OX1R antag
Cc1c(C(=O)N2CCN(C)CC2)oc2ccc(S(=O)(=O)N3CCOCC3)cc12
 : i | 2
CCCCCC(=O)N1CC2(CC(c3cccc(NC(=O)CC(c4ccccc4)c4ccccc4)c3)=NO2)C[C@@H]1C(N)=O (stereo partly drawn)
 : i | -9

(further entries)
SMILES | CHT allo act | OX1R antag
CCCCNC(=O)C1CCN(C(=O)C2CCN(S(=O)(=O)c3ccc(C)cc3)CC2)CC1 | i | -11
COc1ccccc1CN1C(=NC(=O)C2CCCCC2)SC2CS(=O)(=O)CC21 (stereo not drawn) | i | -12
COc1cc(NS(=O)(=O)c2ccc(F)cc2)c(C(=O)O)cc1OC | i | -44
Cc1noc(C)c1S(=O)(=O)N1CCCC(C(=O)NCc2ccccn2)C1 (stereo not drawn) | i | -16
Cn1c(SCc2ccccc2)nnc1-c1ccncc1 | i | -5
O=C(Nc1nc2cc(Cl)ccc2s1)C1CCCN(S(=O)(=O)c2cccc3cccnc23)C1 (stereo not drawn) | i | -16
CC1CCCC(NC(=O)c2cccc(S(=O)(=O)N3CCCCC3)c2)C1C (stereo not drawn) | i | -26
CC(C)c1ccc(CNc2cc(N3CCCC3)ccc2[N+](=O)[O-])cc1 | i | 53*
O=C(O)CC12CC3CC(C1)CC(n1ncc(N4CCC5(CC4)OCCO5)c(Cl)c1=O)(C3)C2 | i | -6
